ASAP1 inh: inhibitors of human ASAP1 ArfGAP activity, primary screen, biochemical, fluorescence polarization; Arf-GAP with SH3 domain, ANK repeat and PH domain-containing protein 1 (Homo sapiens), …; ASAP1-stimulated ARF1 GTP hydrolysis, GDP FP detection; inhibition, % at 16.5 µM; actives 0.19% (n = 360,000); AID 624377, 2012; in the data active = inhibition above about 25%;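 note: 0% = vehicle with enzyme and substrate and 100% = no enzyme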
Target sequence (Q9ULH1 325-724 limits assumed): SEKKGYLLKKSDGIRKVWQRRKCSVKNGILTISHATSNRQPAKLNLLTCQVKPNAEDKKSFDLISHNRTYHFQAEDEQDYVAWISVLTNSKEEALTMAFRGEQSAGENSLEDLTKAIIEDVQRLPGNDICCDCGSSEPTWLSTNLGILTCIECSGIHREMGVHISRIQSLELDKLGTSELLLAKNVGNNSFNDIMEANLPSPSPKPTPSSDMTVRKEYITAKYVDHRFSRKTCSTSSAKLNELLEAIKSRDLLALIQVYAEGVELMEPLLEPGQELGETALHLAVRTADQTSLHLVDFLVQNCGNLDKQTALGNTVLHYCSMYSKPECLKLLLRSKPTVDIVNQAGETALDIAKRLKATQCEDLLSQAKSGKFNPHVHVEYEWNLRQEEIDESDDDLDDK
ADAM17 inh: ADAM17 inhibitors, primary screen, biochemical, QFRET; Disintegrin and metalloproteinase domain-containing protein 17 (Homo sapiens), P78536; recombinant ADAM17, EDANS/DABCYL FRET peptide cleavage; inhibition, % at 6.95 µM; actives 0.83% (n = 370,000);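 active = inhibition above the mean of compounds lying between control limits plus 3 SD, set per campaign, cut at about 8.5% in these data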;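 note: 0% = DMSO-only wells as the low control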
PLCg1 inh: PLC-gamma1 enzyme inhibitors, primary screen, biochemical, fluorescence, purified enzyme; 1-phosphatidylinositol 4,5-bisphosphate phosphodiesterase gamma-1 (Homo sapiens), P19174; fluorogenic substrate; inhibition, % at 12.2 µM; actives 0.84% (n = 370,000); AID 720700, 2013; in the data active = inhibition above about 9.5%
DDE Tn6 FP inh: inhibitors of Tn6 peptide binding to fibrin DD(E), primary screen, biochemical, fluorescence polarization, human fibrin, Tn6 probe; Fibrinogen beta chain (Homo sapiens), P02675; Fibrin DD(E) TRITC-Tn6 fluorescence polarization displacement; inhibition, % at 8.3 µM; actives 0.21% (n = 370,000); AID 720509, 2013;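 active = inhibition above a per-campaign cutoff: mean of compounds within control limits plus 3 SD, cut at about 15% in these data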;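 note: 0% = median of all compound wells on the plate and 100% = blocking peptide control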
Target sequence (P02675 whole entry, looked up): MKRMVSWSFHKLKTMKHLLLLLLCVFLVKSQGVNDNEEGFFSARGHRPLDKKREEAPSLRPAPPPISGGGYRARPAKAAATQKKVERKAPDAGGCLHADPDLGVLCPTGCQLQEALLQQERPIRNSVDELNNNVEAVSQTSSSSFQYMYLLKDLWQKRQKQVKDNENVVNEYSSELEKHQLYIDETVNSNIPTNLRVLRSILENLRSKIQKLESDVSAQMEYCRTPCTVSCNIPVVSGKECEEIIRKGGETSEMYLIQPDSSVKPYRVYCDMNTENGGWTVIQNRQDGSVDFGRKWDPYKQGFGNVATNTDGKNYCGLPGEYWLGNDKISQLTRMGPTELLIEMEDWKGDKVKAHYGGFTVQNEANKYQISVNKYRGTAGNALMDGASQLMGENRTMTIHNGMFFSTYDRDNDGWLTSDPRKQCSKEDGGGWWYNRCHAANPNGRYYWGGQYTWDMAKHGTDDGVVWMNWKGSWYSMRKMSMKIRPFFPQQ
Tn7 DDE FP: inhibitors of Tn7 peptide binding to fibrin DD(E), primary screen, biochemical, fluorescence polarization, human fibrin, Tn7 probe. FP displacement of FITC-Tn7 peptide from fibrin DD(E); 0% = median of compound wells per plate. Fibrinogen beta chain (Homo sapiens), P02675. inhibition, % at 8.3 µM. actives 0.13% (n = 370,000);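 active = inhibition above the mean of compounds falling within the control limits plus 3 SD of them, cut at about 14% in these data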;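 note: 0% = plate median of compound wells and 100% = 10 µM Aha-Tn7 peptide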
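Measure: % inhibition scaled between sample-field median and high-control FP; Test system: human fibrin DD(E); Quantity: 2 µM final DD(E) protein; Doses: one dose, 8.3 µM nominal; Schedule: compound with protein 10 min, then 3 h after probe, room temperature; Detection: fluorescence polarization; Medium: Tris buffer with calcium and detergent, pH 7.8.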
TDP2 absorb: human TDP2 enzyme inhibitors, primary screen, biochemical, epi absorbance, recombinant enzyme; Tyrosyl-DNA phosphodiesterase 2 (Homo sapiens), O95551; T5PNP hydrolysis, p-nitrophenol absorbance 415 nm; inhibition, % at 12.8 µM; actives 0.34% (n = 370,000);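 active = inhibition above the mean of all tested compounds plus 3 SD, set per campaign, cut at about 25% in these data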;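 note: 0% = DMSO with enzyme and 100% = buffer with substrate but no TDP2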
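System: recombinant human TDP2 / Amount: 120 nM TDP2 per well / Also added: 5 mM T5PNP chromogenic substrate / Doses: 12.8 µM single point, 1% DMSO / Incubation: 2 h at 37 °C / Detection: p-Nitrophenol epi absorbance / Evaluation: % inhibition relative to enzyme-containing and enzyme-free wells / Repeats: singlicate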
ARFGAP1 inhibitor: inhibitors of rat ARFGAP1 GAP activity, primary screen, biochemical, fluorescence polarization, GDP tracer; ADP-ribosylation factor GTPase-activating protein 1 (Rattus norvegicus), Q62848; Arfgap1-stimulated ARF1 GTP hydrolysis, GDP FP detection; inhibition, % at 16.5 µM; actives 0.26% (n = 360,000);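 active = inhibition above a per-plate limit, mean inhibition of low control wells plus 3 SD, cut at about 25% in these data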;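 note: 0% = DMSO wells with enzyme and 100% = wells lacking Arfgap1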
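Assay system: Rat Arfgap1 GAP domain (His6, aa 1-136), purified enzyme | Buffer or medium: HEPES 25 mM pH 7.5, NaCl 150 mM, MgCl2, DTT | Schedule: GTP hydrolysis reaction 2 h at 25 °C | Signal: FP of antibody-bound GDP Alexa 633 tracer, ex 620/em 688 nm | Measure: Percent inhibition of Arfgap1-stimulated GTP hydrolysis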
LEDGF integ inh: blockers of LEDGF/p75-dependent integrase strand transfer – biochemical, TR-FRET, high throughput, primary screen; AID 743269, 2014; HIV-1 integrase (with human LEDGF/p75); actives 0.64% (n = 370,000); TR-FRET IN-LEDGF/p75 DNA integration, Eu/Cy5; inhibition, % at 3.7 µM;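 active = inhibition above the screen-wide mean plus 3 SD, cut at about 13% in these data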;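 note: signal is the Cy5 over europium emission ratio at 671 and 618 nm; 0% = plate median of compound wells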
ADAM10 inh: human ADAM10 inhibitors, primary screen, biochemical, QFRET, HTS. Disintegrin and metalloproteinase domain-containing protein 10 (Homo sapiens), O14672. AID 720582, 2013. actives 0.62% (n = 370,000). inhibition, % at 7 µM. recombinant ADAM10, EDANS/DABCYL FRET peptide cleavage, 3 h;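 active = inhibition above a per-campaign cutoff equal to the mean of compounds falling between control-based bounds plus 3 SD, cut at about 20% in these data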;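 note: 0% = DMSO wells while the 100% control is not disclosed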
KLK7 zymogen act: proKLK7 zymogen activators, primary screen, biochemical, fluorescence intensity | purified proKLK7, EDANS-DABCYL substrate fluorescence; 100% is mature enzyme control, 0% vehicle | activation, % at 7 µM | actives 0.9% (n = 370,000) | AID 652039, 2013;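 active = activation above the mean of all tested compounds plus 3 SD, computed per campaign excluding outliers beyond control limits, cut at about 13% in these data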
* hit, by the source's call.

1: O=C(O)c1cccc(N/N=C/c2cccnc2)c1
2: COc1ccc(OCCNS(=O)(=O)Cc2ccccc2)cc1
3: COc1ccc(S(=O)(=O)N(C)c2ccc(C(=O)N3CCCCC3)cc2)cc1
4: CCCCc1ccc(NC(=S)NCCc2ccc(F)cc2)cc1
5: O=C(CSc1nnc(NC(=O)c2ccccc2)s1)NC1CCCC1
6: Nc1c(C=C2C=CC(=O)C=C2)c(=O)nc2sc(CC(=O)N3CCCCC3)nn12
7: C=CCn1c(SCc2ccc(C(=O)Nc3nccs3)cc2)nnc1-c1ccc(C)c(Cl)c1
8: CCc1c(C(=O)Nc2ccncc2)csc1C
screen / no.	1	2	3	4	5	6	7	8
ASAP1 inh	-5	-8	-15	-14	-9	1	5	10
ADAM17 inh	-2	4	2	7	-3	-15	8.8*	-8
PLCg1 inh	-2	0	3	-9	-3	-32	0	8
DDE Tn6 FP inh	-9	-2	-9	3	6	3	4	-6
Tn7 DDE FP	-4	4	1	3	7	-5	0	6
TDP2 absorb	1	5	-8	1	2	2	2	-6
ARFGAP1 inhibitor	0	-2	-2	0	-7	12	2	-3
LEDGF integ inh	-2	-2	-1	0	-3	1	0	7
ADAM10 inh	-7	1	-3	9	-7	-48	8	-13
KLK7 zymogen act	1.4	-0.3	0.0	-0.2	0.2	-0.7	-0.8	0.8

Copied from the list.
no. 3 – ADAM10 inh = -3
no. 5 – ADAM17 inh = -3
no. 2 – ADAM10 inh = 1

Additional results
9: COC(=O)c1ccc2nc(-c3ccccc3)c(Cc3cccc(F)c3)n2c1
10: CCCCCCCCCC(=O)OCC(O)CO (configuration not stated)
11: C/C(=N\NC(=O)c1cc(C(C)(C)C)[nH]n1)C12CC3CC(CC(C3)C1)C2
12: CCC(Oc1ccccc1)C(=O)O/N=C(\N)c1ccc(OC)c(OC)c1 (configuration not stated)
13: CCOCCc1nnc(NC(=O)CN2C(=O)c3ccccc3C2=O)s1
14: O=C(c1ccco1)N1CCN(C(=O)C2Cc3ccccc3CN2S(=O)(=O)c2ccc(F)cc2)CC1 (configuration not stated)
15: O=C1NCCCN1C1OC(CO)C(O)C1O (configuration not stated)
16: Cc1ccc(C(=O)NNC(=S)NC(=O)c2ccc(Cl)cc2Cl)cc1
screen / no.	9	10	11	12	13	14	15	16
ASAP1 inh	9	-16	12	6	-12	9	7	-6
ADAM17 inh	-18	1	1	4	-4	-7	-5	4
PLCg1 inh	-33	6	1	0	-1	0	-2	0
DDE Tn6 FP inh	-4	-1	-1	-10	-9	-3	2	6
Tn7 DDE FP	-2	1	0	2	2	-3	-1	5
TDP2 absorb	-2	-14	0	-7	7	4	-4	-2
ARFGAP1 inhibitor	4	7	2	9	0	-6	9	-5
LEDGF integ inh	1	7	2	-1	-2	2	-4	-1
ADAM10 inh	-68	15	5	14	0	-9	-2	14
KLK7 zymogen act	-3.3	-0.3	-0.4	-0.1	-0.2	0.1	-0.5	-0.1

17: C=C1c2cccc(OC)c2O[C@H](C(=O)OCC)[C@@H]1CC(CC)CCCC (some centres not stated)
18: O=C(Nc1ccc(NC(=S)NC(=O)c2cccs2)cc1)c1ccccc1
19: CC(C)NC(=O)COC(=O)c1cc(F)c(F)cc1Cl
20: O=C(c1ccco1)N1CCN(c2cc(C(F)(F)F)nc3ncnn23)CC1
21: COc1ccccc1OCCNC(=O)C(CCSC)NC(=O)COc1ccccc1 (configuration not stated)
22: CC(C)(C)C(=O)Nc1nnc(-c2ccccc2)c(-c2ccccc2)n1
23: CCc1ccc(S(=O)(=O)Nc2c(C)nn(C)c2C)cc1
24: c1nnc(NCNc2nncs2)s1
screen / no.	17	18	19	20	21	22	23	24
ASAP1 inh	3	5	5	7	-11	0	-7	-8
ADAM17 inh	-9	-3	3	4	-6	0	-7	-1
PLCg1 inh	-17	2	7	6	2	2	-2	1
DDE Tn6 FP inh	-6	7	-2	5	-5	3	-5	8
Tn7 DDE FP	-6	6	-4	-2	-7	-1	4	0
TDP2 absorb	0	0	-5	-10	-6	-13	-6	-5
ARFGAP1 inhibitor	-2	9	0	7	5	8	13	-9
LEDGF integ inh	3	-2	1	5	4	-9	-2	-4
ADAM10 inh	-21	-7	2	7	-8	-7	4	-7
KLK7 zymogen act	1.0	0.7	-0.6	0.1	0.1	-0.1	-0.2	1.0

Reprinted at random: three records from the list
21: COc1ccccc1OCCNC(=O)C(CCSC)NC(=O)COc1ccccc1 (configuration not stated)
17: C=C1c2cccc(OC)c2O[C@H](C(=O)OCC)[C@@H]1CC(CC)CCCC (some centres not stated)
23: CCc1ccc(S(=O)(=O)Nc2c(C)nn(C)c2C)cc1
screen / no.	21	17	23
ASAP1 inh	-11	3	-7
ADAM17 inh	-6	-9	-7
PLCg1 inh	2	-17	-2
DDE Tn6 FP inh	-5	-6	-5
Tn7 DDE FP	-7	-6	4
TDP2 absorb	-6	0	-6
ARFGAP1 inhibitor	5	-2	13
LEDGF integ inh	4	3	-2
ADAM10 inh	-8	-21	4
KLK7 zymogen act	0.1	1.0	-0.2

Other records:
25: COC(=O)CCC(=O)OC1(C)C(=O)C=C2C=C(C3CC3)N(C3CC3)C=C2C1=O (configuration not stated)
26: C=C(C)COc1ccc(-c2ncncc2-c2ccc(OC)cc2)c(O)c1
27: O=C(CCSc1ccccc1)Nc1nc2c(s1)CCCC2
28: CC1(C)CC(=O)C2=C(C1)OC(N)=C(C#N)C2c1ccsc1 (configuration not stated)
29: COc1ccc(/C(O)=C2/C(=O)C(=O)N(c3ncccn3)C2c2ccc(C(C)(C)C)cc2)cc1 (configuration not stated)
30: Cc1ccc(S(=O)(=O)Nc2cccc(Cl)c2)cc1NC(=O)C1CC1
31: Cc1c(NC(=O)C(C)OC(=O)CCOc2ccccc2)c(=O)n(-c2ccccc2)n1C (configuration not stated)
32: CC(NC(=O)COC(=O)C1=COCCO1)C12CC3CC(CC(C3)C1)C2 (configuration not stated)
screen / no.	25	26	27	28	29	30	31	32
ASAP1 inh	6	8	4	-6	13	-10	-14	1
ADAM17 inh	-6	-1	0	-6	-1	0	-5	-2
PLCg1 inh	-18	0	1	2	-6	-4	-8	3
DDE Tn6 FP inh	10	0	-3	2	-2	3	-3	-6
Tn7 DDE FP	-1	-4	8	-8	3	0	8	2
TDP2 absorb	38*	0	7	9	2	-1	11	14
ARFGAP1 inhibitor	2	5	8	5	-1	0	2	0
LEDGF integ inh	7	-1	-1	0	0	1	-4	1
ADAM10 inh	-20	4	-2	-7	-2	-1	-5	0
KLK7 zymogen act	1.6	0.3	0.1	0.1	0.4	-0.2	0.0	0.1

33: O=C(NCCCN1CCCC1=O)C(=O)NCC1OCCCN1S(=O)(=O)c1cc(F)ccc1F (configuration not stated)
34: Cc1cccc(C(=O)NC(=S)N2CCN(c3ccc([N+](=O)[O-])cc3)CC2)c1
35: C(=N\Nc1nc(N2CCOCC2)nc(N2CCOCC2)n1)/c1cccnc1
36: Cc1ccc(C)c(S(=O)(=O)N2CCCOC2CNC(=O)C(=O)NC2CCCCC2)c1 (configuration not stated)
37: O=C(Nc1nccs1)c1ccc(-c2ccccc2Cl)o1
38: O=C(Nc1cccc(Br)c1)c1ccn[nH]1
39: COc1ccc(/C=N/n2c(C)nnc2C)c(OC)c1OC
40: CC(=O)c1ccc(OCC(O)CN2CCN(S(=O)(=O)c3cccc(Br)c3)CC2)cc1 (configuration not stated)
41: COc1ccc2c(c1)c(=O)c(C(=O)O)c(-c1ccc3c(c1)OCO3)n2C
42: COC(=O)c1ccc(C(=O)OC)c(NC(=O)COC(=O)CC2CC3CCC2C3)c1 (configuration not stated)
screen / no.	33	34	35	36	37	38	39	40	41	42
ASAP1 inh	-3	-3	0	8	8	1	2	-16	-11	4
ADAM17 inh	-5	-1	-3	-4	2	-1	-4	1	-7	-3
PLCg1 inh	-1	0	0	-1	-41	3	-2	1	-37	-3
DDE Tn6 FP inh	-12	9	3	-4	-4	1	-9	3	6	-2
Tn7 DDE FP	-5	1	-5	-6	-7	5	-5	5	7	-7
TDP2 absorb	5	10	14	4	5	-5	9	-4	-3	-4
ARFGAP1 inhibitor	10	5	-4	-6	7	0	3	11	2	1
LEDGF integ inh	3	0	-3	-2	0	-5	0	-2	-4	0
ADAM10 inh	-7	-4	-1	-3	-2	1	5	1	-24	-13
KLK7 zymogen act	0.5	0.3	0.2	-0.1	1.0	-0.3	0.1	-0.4	2.4	0.3

High-throughput results as filed in PubChem BioAssay.
